Bioassay records deposited in PubChem by Broad Institute.
DENV2 CPE rescue – protects cells from dengue virus 2 cytopathic effect. DENV2-infected cells, cytopathic effect rescue, plate reader. 350,000 tested, 1.7% active. CPE inhibition, % at 9.99 µM; in the data active = CPE inhibition above about 20%, passing the limit was not always enough; inconclusive = no clear call, values can overlap the other calls; tested in BHK-21 cells;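 also: 0% = median of neutral control wells and 100% = median of positive control wells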
PAX8 inh HTS – lowers PAX8-driven luciferase in RMG-I cells. RMG-I TPO-luciferase reporter, SteadyGlo, 24 h. inhibition, % at 12.6 µM. 360,000 tested, 1.2% active;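 active = mean replicate inhibition at least 60% with every replicate also reaching 60%; inconclusive = only one of the two criteria is met; inactive = mean below 60% and not all replicates reaching 60%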;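 also: luciferase light reporting Pax8 driven TPO promoter activity; plate controls were median of neutral control wells for no effect and mitoxantrone controls for full effect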
EWS-Fli block – blocks EWS/Fli oncoprotein-driven transcription; inhibition, % at 12.6 µM; A673 NR0B1-luciferase reporter, viability-normalised; 350,000 tested, 0.67% active; AID 651661;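 active = mean inhibition of at least 50% after viability correction, with every replicate also passing that limit; inconclusive = mean reaches 50% but only one of two replicates passes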;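 also: firefly luciferase signal divided by Alamar Blue viability fluorescence both relative to DMSO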
INS-1E GSIS act – GLuc luminescence reporter in INS-1E cells, primary screen for activators of glucose-dependent secretion of insulin; INS-1E GLuc reporter insulin secretion, 2-3 h; 370,000 tested, 0.61% active; activation, % at 16.6 µM;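 active = lowest replicate activation of at least 40%, so every replicate reaches that level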;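 also: 0% = median of neutral control wells and 100% = median of IBMX positive control wells; some compounds called inactive have numbers as strong as hits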
Xi reactivation – activators of X-chromosome reactivation in mouse fibroblasts; XiGFP mouse fibroblasts, % GFP-positive cells imaging, 3 d; cells co-treated with 5-aza-dC sensitizer; scaled so ellipticine positive control = 100%; activation, % at 7.58 µM; 360,000 tested, 0.055% active; AID 743238;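 active = mean normalized replicate activation at least 10% and every replicate at or above 10%; inconclusive = only one of the two criteria met; inactive = mean below 10% and not all replicates reach 10%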;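 also: 0% = median of on-plate neutral control wells and 100% = ellipticine 6 µM median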
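System: XiGFP fibroblasts, SV40-immortalized. Medium: DMEM plus 5-aza-dC sensitizer. Doses: single point. Timing: 3 d treatment, 15 min room-temperature fixation. Control set: ellipticine 6 µM.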
F508del corr – CFTR F508del correction in bronchial cells; CFBE cells, YFP halide quenching; stimulated with forskolin plus potentiator P3; % fluorescence drop versus neutral controls; activity (quench increase), % at 7.58 µM; 350,000 tested, 0.36% active;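 active = mean added fluorescence quench of at least 8% versus neutral control, with both replicates also reaching 8%; inconclusive = only one of the mean or replicate conditions met; inactive = mean below 8% and not both replicates reaching 8%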;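 also: cells transiently co-express mutant CFTR-F508del with the halide-sensitive YFP; corrector assay measuring rescue of mutant channel to the surface after 24 h compound exposure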
ARNT TACC3 PPI – disruptors of human ARNT/TACC3 interaction; Q9Y6A5; AlphaScreen His-ARNT PAS-B/GST-TACC3 binding, luminescence; TACC3 fragment carries E629A point mutation; inhibition, % at 9.99 µM; 390,000 tested, 0.66% active; AID 623870;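 active = mean inhibition of replicates at least 50% and at least half of replicates each reaching 50%; inconclusive = half or more replicates reach 50% but mean below 50%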;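 also: 0% = complete ARNT plus TACC3 wells and 100% = ARNT alone without TACC3; many hits fall short of the cut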
ERp5 block – inhibitors of human ERp5 | Q15084 | ERp5 insulin aggregation, absorbance 650 nm, 90 min | inhibition, % at 9.99 µM | 350,000 tested, 0.05% active | AID 651711;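 active = mean replicate inhibition above about 25%, with every replicate also reaching it, limit read from the data, passing the limit was not always enough; inconclusive = only one of those two criteria met; inactive = neither criterion met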
Target sequence (Q15084 whole entry, looked up): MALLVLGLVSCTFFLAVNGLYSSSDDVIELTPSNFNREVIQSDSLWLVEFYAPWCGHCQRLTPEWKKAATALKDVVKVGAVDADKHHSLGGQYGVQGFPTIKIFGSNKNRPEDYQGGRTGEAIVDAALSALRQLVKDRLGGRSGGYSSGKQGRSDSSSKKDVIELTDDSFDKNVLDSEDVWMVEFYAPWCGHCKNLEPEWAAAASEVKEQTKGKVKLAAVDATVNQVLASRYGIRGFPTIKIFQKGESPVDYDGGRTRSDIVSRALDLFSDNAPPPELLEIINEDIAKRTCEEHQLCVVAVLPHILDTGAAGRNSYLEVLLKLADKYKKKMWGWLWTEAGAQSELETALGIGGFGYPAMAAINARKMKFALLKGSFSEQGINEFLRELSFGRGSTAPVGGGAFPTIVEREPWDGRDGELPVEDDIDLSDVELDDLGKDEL
* hit, by the source's call; u = inconclusive; x = not tested or not shown; & = joins results of further samples.

SMILES	DENV2 CPE rescue	PAX8 inh HTS	EWS-Fli block	INS-1E GSIS act	Xi reactivation	F508del corr	ARNT TACC3 PPI	ERp5 block
O=C(CC1Sc2ccccc2NC1=O)OCc1cc(=O)oc2cc(O)ccc12 (stereo not drawn)	0	18	-21	11	0.1	-4.7	3	-5
CCCNC(=O)C[C@@H]1C[C@@H]2c3cc(NC(=O)CN(C)C)ccc3O[C@@H]2[C@@H](CO)O1	4	-8	0	-2	0.0	0.6	-8	x
Cc1oc(-c2cc(F)ccc2F)nc1CN1CCN(C)C(=O)[C@@H]1C	-6	0	0	-8	0.6	-0.2	-9	-2
C[C@H]1CN([C@@H](C)CO)C(=O)Cc2cc(NS(=O)(=O)c3ccc(F)cc3)ccc2O[C@H]1CN(C)S(=O)(=O)c1cccs1	-4	-20	-6	-1	-1.0	-0.2	16	5
CCCCNC(=O)c1nc(-c2cccc(C(F)(F)F)c2)oc1-c1ccc(OC(F)(F)F)cc1	2	-21	1	-8	-0.1	-1.0	x	0
c1ccc(Nc2cccc3c(Nc4ccccc4)cccc23)cc1	x	-10	-11	1	-0.1	-1.6	8	8
COc1ccc(OC)c(CCNC(=O)c2ccc(CS(=O)Cc3ccc(Cl)cc3)o2)c1 (stereo not drawn)	13	10	x	-30	0.0	-0.3	1	x
O=C(c1ccccn1)N1C[C@@H]2[C@H](c3ccccc31)[C@@H](CO)N2C(=O)C1CCCC1	0	-13	-2	-3	0.1	3.8	30	2
CCCCN(CCCC)CCNC(=O)c1cn(C)c2ccc(S(=O)(=O)N(C)C3CCCCC3)cc2c1=O	5	-5	x	-24	0.0	1.5	2	-4
O=C1c2ccccc2C(O)N1c1cccnc1 (stereo not drawn)	2	15	-2	13	0.1	-0.7	-7	-3
Cc1cc(C(=O)Nc2cccc3c2O[C@@H](CN(C)S(=O)(=O)c2ccc(Cl)cc2)[C@@H](C)CN([C@@H](C)CO)C3=O)n(C)n1	-6	-7	0	20	0.0	1.1	6	26*
COc1ccc(CNC(=O)c2oc3ccc(S(=O)(=O)N4CCOCC4)cc3c2C)cc1	-4	30	-1	0	0.1	-0.1	13	-6
COc1ccc(N2C(=O)C(CC(=O)Nc3ccccc3)N(CCc3ccc(OC)c(OC)c3)C2=O)cc1 (stereo not drawn)	-5	20	6	-11	0.0	0.5	0	-3
CO[C@@H]1CN(C)C(=O)c2cc(NC(=O)c3ccc4c(c3)OCO4)ccc2OC[C@@H](C)N(CC2CC2)C[C@H]1C	0	2	4	-10	-0.1	-2.7	-4	-1
COC(=O)c1nn(-c2cccc(Cl)c2)cc(OC)c1=O	4	-14	0	4	0.1	0.3	-7	2
CC(=O)Nc1ccc(C=NNc2ccc([N+](=O)[O-])cc2S(=O)(=O)Nc2ccccc2C(=O)O)cc1	1	2	4	-9	0.7	-2.5	-1	-1
CC(Oc1ccccc1)C(=O)OCC(=O)NC(=O)NC1CCCCC1 (stereo not drawn)	3	4	3	23	0.0	0.6	-1	-6
CSc1ccc(CCNC(=O)c2cc(-c3ccccc3)c(N3CCOCC3)s2)cc1	6	49	10	-7	0.0	-0.9	0	1
C[C@@H]1CN([C@H](C)CO)C(=O)c2cc(NS(C)(=O)=O)ccc2O[C@H]1CN(C)C(=O)Nc1ccc2c(c1)OCO2	-1	x	-9	12	0.1	2.6	-7	-1
O=C(C[C@H]1C[C@@H]2c3cc(NS(=O)(=O)c4ccccc4)ccc3O[C@@H]2[C@H](CO)O1)N1CCOCC1	3&-5	3&-5	3&8	17&2	-0.1&0.0	-1.9&0.9	19	1&1
COc1ccc(C2OC(=O)CC2C(=O)NC2CCCCCC2)cc1OC (stereo not drawn)	2	x	-15	-11	x	2.8	4	1
Cc1ccc(NC(=O)/C=C/c2cccc(C(F)(F)F)c2)cc1	4	-5	-29	5	0.0	x	-3	0
OCc1nc2ccccc2n1/N=C/c1cccs1	0	-14	13	x	0.0	4.6	-5	-1
CCCCSCc1cc(C(=O)O)oc1C(C)(C)C	-2	-6	15	7	0.2	-0.1	-12	-7
CC(Oc1ccc(Cl)cc1)c1ccn[nH]1 (stereo not drawn)	-9	-5	-7	-5	0.2	1.8	x	-4
COc1ccc(C#Cc2ccc([C@H]3[C@@H](CO)N4CCCCN(C(=O)c5ccncc5)C[C@@H]34)cc2)cc1	59*	-1	-32	-22	0.0	-1.0	3	-5
CC(C)(C)NC(=O)c1ccc2c(c1)N(CC(=O)N1CCCCC1)C(=O)C(C)(C)O2	5	17	4	2	0.4	-1.4	-5	-1
COCCNC(=O)C[C@H]1CC[C@@H]2[C@@H](COc3ccc(NC(=O)C4CCOCC4)cc3C(=O)N2C)O1	-12	-7	-5	7	0.0	-0.6	-6	-4
CCOC(=O)c1c(C)[nH]c(C(=O)OCC(=O)NCc2ccccc2)c1C	-13	3	-21	3	0.2	0.0	1	x
Cn1c(=O)c2[nH]c(SCc3cccnc3)nc2n(C)c1=S	-7	10	10	-8	0.2	4.3	0	2
COc1cccc(S(=O)(=O)Nc2ccc3c(c2)C(=O)N(C)C[C@@H](OC)[C@@H](C)CN(C(=O)Cc2cccnc2)[C@@H](C)CO3)c1	-1	6	-2	-8	0.1	-4.0	-17	0
N#Cc1cc(C(=O)c2ccccc2O)cn(-c2ccc(Cl)cc2)c1=O	2	20	15	-7	0.0	-1.4	x	4
COc1ccccc1C(=O)Nc1nnc(S(=O)(=O)N2CCN(c3ccc(F)cc3)CC2)s1	-2	7	x	-8	0.0	3.0	-1	3
COc1cc(/C=N/NC(=O)c2cc(-c3ccccc3OC(C)C)nc3ccccc23)ccc1O	x	-19	x	-15	0.2	x	-1	x
CC(C)c1ccc(S(=O)(=O)N2CCC(C(=O)NCC3(N(C)C)CCCCC3)CC2)cc1	4	1	2	-35	0.2	-3.0	-1	7
C/C(=N\NC(=O)CN(c1ccccc1)S(C)(=O)=O)c1ccccc1O	5	17	6	-3	0.1	-1.6	3	6
CCOc1ccc(N(CC(=O)NCCSCc2ccccc2Cl)S(C)(=O)=O)cc1	-1	12	-11	-32	0.2	1.1	4	-3
COc1ccc(C(=O)N[C@H](C(=O)NCc2ccc(C)cc2)C(C)C)cc1	4	4	-3	44	0.0	-2.0	2	-2
O=C(C1CCOCC1)N1CC(=O)N2[C@@H](CO)[C@H](c3ccc(C#CCc4ccccc4)cc3)[C@@H]2C1	u	x	-6	-4	0.0	-1.3	x	5
COc1ccccc1CCC(=O)Oc1ccc(C#N)cc1OC	-3	5	2	12	0.4	-0.1	-24	3
COc1c(Cl)ccc(Cl)c1C(=O)OCC(=O)O	5	x	0	-8	x	-1.8	x	-9
Cc1nc(Cl)cc(N/N=C/c2ccccc2)n1	-3	-20	-12	x	0.5	0.4	3	6
O=C(COC(=O)C1CCC(=O)N1)Nc1cc(Cl)ccc1Cl (stereo not drawn)	-3	-8	2	x	0.1	x	-3	0
O=C(Nc1ccccc1N1CCOCC1)c1ccc2ccccc2c1	11	12	-17	7	0.0	-5.2	-12	4
O=C(CCN1C(=O)c2ccccc2S1(=O)=O)Nc1ccc(C(=O)O)cc1	4	-10	3	x	0.0	-4.8	-6	2
O=C1C=C(O)C(n2cncn2)C(c2cc(F)ccc2F)C1 (stereo not drawn)	2	7	0	8	0.5	-11	-14	-5
Cc1noc(C)c1S(=O)(=O)Nc1ccc2c(c1)CC(=O)N([C@H](C)CO)C[C@@H](C)[C@@H](CN(C)Cc1ccncc1)O2	-9	-13	-2	-8	0.1	-0.5	-5	-5
CC1CC(C)(C)NC(=S)N1CC(=O)N1CCN(Cc2ccc3c(c2)OCO3)CC1 (stereo not drawn)	-2	-7	-3	8	0.0	-1.0	-2	1
COc1cc(/C=C/c2noc(-c3ccccc3O)n2)ccc1OC(C)=O	-2	-199	-24	5	-0.2	-0.9	-1	0
Oc1ccccc1CN1CCC(C(O)(c2ccccc2)c2ccccc2)CC1	-6	-1	-20	-42	0.0	x	1	-3
CCCC(C(=O)NCc1ccco1)N(CC1CCCO1)C(=O)CNS(=O)(=O)c1ccc(F)cc1 (stereo not drawn)	8	-6	-6	-20	-0.1	0.0	x	0
NC(=O)c1cccnc1Oc1ccccc1	4	-2	1	23	0.1	-0.3	-5	2
O=C(C[C@@H]1CC[C@@H]2[C@H](COC[C@H](O)CN2C(=O)c2cccnc2)O1)NCc1ccc(-c2ccccc2)cc1	6	-23	-8	-4	0.1	-3.5	-3	-1
COc1ccc(CNCCS(=O)(=O)NC2CCCC2)cc1	11	-3	-3	-7	-0.3	2.0	-5	-1

Full records, quoted from the list. Order of values: DENV2 CPE rescue	PAX8 inh HTS	EWS-Fli block	INS-1E GSIS act	Xi reactivation	F508del corr	ARNT TACC3 PPI	ERp5 block
Record of `O=C(CCN1C(=O)c2ccccc2S1(=O)=O)Nc1ccc(C(=O)O)cc1` = 4	-10	3	x	0.0	-4.8	-6	2
Record of `CC1CC(C)(C)NC(=S)N1CC(=O)N1CCN(Cc2ccc3c(c2)OCO3)CC1` (stereo not drawn) = -2	-7	-3	8	0.0	-1.0	-2	1
Record of `O=C1C=C(O)C(n2cncn2)C(c2cc(F)ccc2F)C1` (stereo not drawn) = 2	7	0	8	0.5	-11	-14	-5
Record of `O=C(C[C@@H]1CC[C@@H]2[C@H](COC[C@H](O)CN2C(=O)c2cccnc2)O1)NCc1ccc(-c2ccccc2)cc1` = 6	-23	-8	-4	0.1	-3.5	-3	-1
Record of `Oc1ccccc1CN1CCC(C(O)(c2ccccc2)c2ccccc2)CC1` = -6	-1	-20	-42	0.0	x	1	-3
